Redox H2O2 prof: compounds producing H2O2 with reducing agent – biochemical, NIH compound library profiling, artefact control for MLSCN library redox annotation, primary screen | DTT-dependent redox cycling H2O2, phenol red/HRP absorbance; 100% = 100 µM peroxide control, 0% = buffer | activation, % at 10 µM | actives 0.03% (n = 200,000) | AID 878;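 active = activation of at least 50% relative to the plate's high and low controls in the primary single-dose screen; inactive = activation below 50%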;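 also: compound incubated with DTT at 0.8 mM final as the reducing agent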
RAM network inh: inhibitors of the yeast RAM network; S. cerevisiae dse1pr::URA3 reporter, 5-FOA growth OD615, 2 d; analog-sensitive cbk1-as2 kinase mutant strain; inhibition, % at 50 µM; actives 1.8% (n = 190,000);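 active = inhibition above a set limit, 3 SD over mean compound inhibition, cut at about 8.4% in these data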;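 also: 0% = DMSO-only wells with no growth and 100% = 10 µM 1-NA-PP1 full growth; inhibition rescues growth on 5-FOA so higher OD means more RAM inhibition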
TLR4 MyD88 comp: TLR4-MyD88 interaction inhibition in cells | AID 861 | actives 0.18% (n = 200,000) | O00206+Q99836 | HeLa CL3-4 TLR4/MyD88 BLA complementation, FRET ratio | inhibition, % at 8.4 µM; in the data active = inhibition above about 25%;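 also: 0% = vehicle and 100% = reference inhibitor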
PMI activator: increases human mannose-6-phosphate isomerase activity; actives 0.005% (n = 190,000); activation factor at 20 µM; purified human PMI, coupled resazurin fluorescence, 20 min; stronger effect = higher value; 1 = vehicle control, 0 substrate-free wells; AID 1214; P34949;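 active = activation factor of 2 or more at 20 µM, relative to plate controls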
Target sequence (P34949 whole entry, looked up): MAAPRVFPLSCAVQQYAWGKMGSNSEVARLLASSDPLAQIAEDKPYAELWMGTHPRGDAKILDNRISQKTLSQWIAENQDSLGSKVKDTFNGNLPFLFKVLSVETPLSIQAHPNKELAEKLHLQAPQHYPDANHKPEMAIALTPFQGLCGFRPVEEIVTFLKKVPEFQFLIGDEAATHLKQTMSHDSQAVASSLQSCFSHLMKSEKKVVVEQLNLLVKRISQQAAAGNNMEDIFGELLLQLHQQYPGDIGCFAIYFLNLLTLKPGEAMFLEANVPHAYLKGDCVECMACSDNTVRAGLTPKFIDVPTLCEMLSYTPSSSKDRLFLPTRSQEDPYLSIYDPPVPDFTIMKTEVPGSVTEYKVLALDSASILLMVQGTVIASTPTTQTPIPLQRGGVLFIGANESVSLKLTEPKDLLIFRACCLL
PMI act satM6P: PMI (human) activation, high substrate | coupled PMI enzyme assay, resazurin fluorescence, 20 min; stronger effect = higher value; 1 = untreated enzyme, 0 = substrate-free blank | actives 0.34% (n = 190,000) | activation factor at 20 µM | P34949 | AID 1216;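 active = activation factor of 2 or more at 20 µM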
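Material: human phosphomannose isomerase with PGI, G6PDH, diaphorase coupling enzymes. Quantity: 15 ng/mL PMI. Medium: HEPES pH 7.4 buffer with MgCl2 and Tween-20. Reagent: Near-saturating mannose-6-phosphate, 1.0 mM. Compound: 20 µM single dose. Times: enzyme reaction with compound 20 min at room temperature. Detection: resorufin fluorescence at Ex 544/Em 590 nm.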
Hsp70 act: transcriptional activators of Hsp70; activation, % at 10 µM; actives 0.04% (n = 200,000); HeLa Hsp70 promoter luciferase reporter, luminescence; scaled: vehicle 0, proteasome-inhibitor control 100%;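 active = activation above the mean across all tested compounds plus 3 SD, cutoff set per campaign, cut at about 5.5% in these data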;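 also: 100% = MG132 at 30 µM as the positive control and 0% = DMSO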
S1P3 antag: antagonists of human S1P3 receptor; CHO S1P3 NFAT-BLA reporter, FRET fluorescence, antagonist mode; AID 485; actives 0.27% (n = 170,000); Q99500; inhibition, % at 4.98 µM;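 active = inhibition above the plate cutoff, the mean inhibition of test wells on that plate plus 3 SD, cut at about 28% in these data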;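 also: cells challenged with S1P at its EC80 of 0.8 µM; blue over green emission ratio from cleaved BLA substrate after 4 h stimulation; 0% = S1P-stimulated wells and 100% = unstimulated DMSO-only wells; some compounds past the cut are filed as inactive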
Target sequence (Q99500 whole entry, looked up): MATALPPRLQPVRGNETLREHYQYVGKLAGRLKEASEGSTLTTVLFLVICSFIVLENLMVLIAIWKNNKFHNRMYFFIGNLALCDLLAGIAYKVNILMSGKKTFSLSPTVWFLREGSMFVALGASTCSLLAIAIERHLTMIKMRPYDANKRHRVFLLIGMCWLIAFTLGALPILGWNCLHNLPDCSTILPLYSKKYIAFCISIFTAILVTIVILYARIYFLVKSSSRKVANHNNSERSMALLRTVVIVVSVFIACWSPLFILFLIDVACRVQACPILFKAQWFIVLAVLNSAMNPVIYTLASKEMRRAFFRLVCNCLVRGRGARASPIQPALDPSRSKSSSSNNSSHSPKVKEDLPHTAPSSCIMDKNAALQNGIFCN
Diaph inh CS: inhibits diaphorase or chemically oxidizes, flagging diaphorase assay artifacts | diaphorase resazurin-to-resorufin fluorescence, NADH, 16 min; bacterial (C. kluyveri) enzyme, not human | inhibition, % at 20 µM | actives 0.69% (n = 190,000) | AID 1217;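 active = primary screen inhibition at 20 µM above a set limit, cut at about 50% in these data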;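 also: plate controls were DMSO with full reaction for no effect and wells lacking NADH for full effect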
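Assay system – diaphorase enzyme from Clostridium kluyveri · Amount – diaphorase 0.14 U/mL (working solution) · Times – reaction incubation of 16 min at room temperature · Controls – No-NADH positive control and DMSO neutral control · Signal – resorufin fluorescence 544/590 nm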
G6PDH CS: counter-screen for G6PDH assay hits: L. mesenteroides G6PDH inhibition; AID 1020; Purified L. mesenteroides G6PDH, diaphorase/resazurin coupled fluorescence, 45 min; actives 0.12% (n = 200,000); inhibition, % at 5 µM
Lmaj promast: reduces viability of Leishmania major promastigotes | actives 9% (n = 200,000) | AID 1063 | resazurin fluorescence viability | inhibition, % at 10 µM;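 also: promastigotes grown with compound for 44 hours at 28 °C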
Diaph act CS: diaphorase activation or chemical reduction counter-screen | Diaphorase/resazurin coupled assay, resorufin fluorescence, 16 min; stronger effect = higher value; 1 = vehicle wells, 0 = NADH-free wells | activation factor at 20 µM | actives 0.005% (n = 190,000) | AID 1229;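 active = diaphorase activity raised at least twofold by the compound at 20 µM; inactive = activation factor below 2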
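Test system: Clostridium kluyveri diaphorase, purified enzyme. Buffer or medium: 50 mM HEPES pH 7.4 buffer plus MgCl2 and Tween 20. Also added: 0.114 mM NADH and 0.1 mM resazurin, final amounts. Dosing: compound 20 µM once, DMSO 1%. Schedule: 16 min enzyme reaction, ambient temperature. Detection: fluorescence of resorufin, 544 nm excitation, 590 nm emission.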
The depositor's hits bear a star. Rule as the data show it, unless noted: active = inhibition above about 50%; inactive = the rest.

Screening CSc1ccccc1C(=O)Nc1cc([N+](=O)[O-])ccc1C returned Redox H2O2 prof 0.5, RAM network inh 5.3, TLR4 MyD88 comp -12, PMI activator 0.9, PMI act satM6P 0.8, Hsp70 act 0.0, S1P3 antag -7, Diaph inh CS 22, G6PDH CS 2, Lmaj promast 0 and Diaph act CS 0.8.
O=C(CSCc1ccccc1F)NCc1ccccc1 was read as Redox H2O2 prof -0.2, RAM network inh 1.1, TLR4 MyD88 comp -1, PMI activator 1, PMI act satM6P 0.9, Hsp70 act -0.1, S1P3 antag -19, Diaph inh CS 1, G6PDH CS 3, Lmaj promast -8 and Diaph act CS 1.
COCc1ccc(CN2CCc3c([nH]c4ccccc34)C2C(C)(C)C)o1 (stereo unspecified) was read as Redox H2O2 prof -0.7, RAM network inh -1.1, TLR4 MyD88 comp 5, PMI activator 0.9, PMI act satM6P 0.9, Hsp70 act 0.0, S1P3 antag -6, Diaph inh CS 26, G6PDH CS 4, Lmaj promast 50* and Diaph act CS 0.7.
Cc1cc(C)cc(NC(=O)c2ccccc2CC[N+](=O)[O-])c1 was read as Redox H2O2 prof 1.9, RAM network inh 1.0, TLR4 MyD88 comp 5, PMI activator 1, PMI act satM6P 1, Hsp70 act -0.2, Diaph inh CS -5, G6PDH CS 17, Lmaj promast -2 and Diaph act CS 1.1.
For O=C(O)Cc1ccc(NC(=O)c2ccc(Cl)c(Cl)c2)cc1 the results were Redox H2O2 prof 0.3, RAM network inh 1.2, TLR4 MyD88 comp 10, PMI activator 0.9, PMI act satM6P 0.9, Hsp70 act -0.2, S1P3 antag -3, Diaph inh CS 12, G6PDH CS 11, Lmaj promast -4 and Diaph act CS 0.9.
Cc1ccc(C)c(CSc2nc3ccncc3n2CC(=O)Nc2ccc(C)c(C)c2)c1 was read as Redox H2O2 prof 1.1, RAM network inh 0.0, TLR4 MyD88 comp -5, PMI activator 0.9, PMI act satM6P 0.9, Hsp70 act 0.0, S1P3 antag 2, Diaph inh CS 2, G6PDH CS 11, Lmaj promast -1 and Diaph act CS 1.
`CC(/C=N/N1CCN(c2ccccn2)CC1)=C\c1ccccc1` gave Redox H2O2 prof 1.5, RAM network inh -0.4, TLR4 MyD88 comp 10, PMI activator 0.8, PMI act satM6P 0.8, Hsp70 act 0.5, S1P3 antag 14, Diaph inh CS 10, G6PDH CS -18, Lmaj promast -6 and Diaph act CS 0.9.
`COc1ccc(C)cc1-n1c(SCC(=O)Nc2cc(C)on2)nc2sc(C)c(C)c2c1=O` gave Redox H2O2 prof -1.7, RAM network inh 1.1, TLR4 MyD88 comp 8, PMI activator 0.9, PMI act satM6P 1, Hsp70 act 0.0, S1P3 antag -4, Diaph inh CS 26, G6PDH CS -2, Lmaj promast 45 and Diaph act CS 0.7.
O=C(CN1CCC(C(O)(c2ccccc2)c2ccccc2)CC1)Nc1cc(Cl)ccc1Cl was read as Redox H2O2 prof -3.4, RAM network inh 0.0, TLR4 MyD88 comp -17, PMI activator 0.9, PMI act satM6P 0.9, Hsp70 act -0.5, Diaph inh CS 6, G6PDH CS -5, Lmaj promast 32 and Diaph act CS 0.9.
`O=C(N/N=C/c1ccc([N+](=O)[O-])cc1)c1ccc(COc2ccccc2-c2ccccc2)cc1` gave Redox H2O2 prof -1.8, RAM network inh 4.8, TLR4 MyD88 comp -8, PMI activator 0.9, PMI act satM6P 0.8, Hsp70 act -0.2, S1P3 antag 7, Diaph inh CS 19, G6PDH CS 0, Lmaj promast 90* and Diaph act CS 0.8.
For O=C(Cc1ccc(S(=O)(=O)N2CCCCC2)s1)Nc1ccc(F)c(F)c1 the results were Redox H2O2 prof 0.0, RAM network inh 4.4, TLR4 MyD88 comp -4, PMI activator 1, PMI act satM6P 0.9, Hsp70 act -0.2, S1P3 antag 17, Diaph inh CS 25, G6PDH CS 2, Lmaj promast 18 and Diaph act CS 0.8.
Screening Cc1sc2nc(CN3CCCC3)nc(N3CCN(S(=O)(=O)c4cccs4)CC3)c2c1C returned Redox H2O2 prof 0.4, RAM network inh 3.7, TLR4 MyD88 comp -17, PMI activator 0.9, PMI act satM6P 0.9, Hsp70 act 0.0, Diaph inh CS 12, G6PDH CS -5, Lmaj promast 56* and Diaph act CS 0.9.
For Cn1c(C(=O)NCCc2ccccc2)cc(=O)n(C)c1=O the results were Redox H2O2 prof -1.1, RAM network inh 0.6, TLR4 MyD88 comp 7, PMI activator 1, PMI act satM6P 1.1, Hsp70 act -0.1, S1P3 antag 8, Diaph inh CS 2, G6PDH CS -1, Lmaj promast -4 and Diaph act CS 1.
COC(=O)C1CCN(C(=O)c2cc(OC)c(OC)c(OC)c2)CC1 was read as Redox H2O2 prof -0.3, RAM network inh 0.4, TLR4 MyD88 comp 9, PMI activator 1, PMI act satM6P 1, Hsp70 act -0.1, S1P3 antag -36, Diaph inh CS 14, G6PDH CS 3, Lmaj promast -6 and Diaph act CS 0.9.
For CCN(CC)C(=O)c1sc2nc(Cc3ccccc3)[nH]c(=O)c2c1C the results were Redox H2O2 prof -0.6, RAM network inh 2.0, TLR4 MyD88 comp 2, PMI activator 1, PMI act satM6P 0.9, Hsp70 act 0.0, S1P3 antag -13, Diaph inh CS 6, G6PDH CS 6, Lmaj promast -2 and Diaph act CS 0.9.
`COc1ccc(NC(=O)CCSc2ccc(C)cc2)cc1S(=O)(=O)Nc1ccccc1Cl` gave Redox H2O2 prof 0.2, RAM network inh 8.8*, TLR4 MyD88 comp 11, PMI activator 0.8, PMI act satM6P 0.8, Hsp70 act -0.2, S1P3 antag 1, Diaph inh CS 33, G6PDH CS -20, Lmaj promast 88* and Diaph act CS 0.7.
COc1ccc(OC)c(Nc2ncnc3sc(-c4ccccc4)cc23)c1 was read as Redox H2O2 prof 0.3, RAM network inh 4.0, TLR4 MyD88 comp -3, PMI activator 0.8, PMI act satM6P 0.9, Hsp70 act -0.1, S1P3 antag -5, Diaph inh CS 16, G6PDH CS -18, Lmaj promast 1 and Diaph act CS 0.8.
CSc1nc(C)cc(-n2cc(F)c(=O)[nH]c2=O)n1 was read as Redox H2O2 prof 0.9, RAM network inh 0.5, TLR4 MyD88 comp -7, PMI activator 0.9, PMI act satM6P 0.9, Hsp70 act 0.1, S1P3 antag 2, Diaph inh CS 20, G6PDH CS 6, Lmaj promast 2 and Diaph act CS 0.8.
Screening COc1ccc(Nc2nc(NN)nc(C)c2[N+](=O)[O-])cc1 returned Redox H2O2 prof -1.8, RAM network inh 1.7, TLR4 MyD88 comp 10, PMI activator 1.1, PMI act satM6P 1.1, Hsp70 act -0.3, S1P3 antag -13, Diaph inh CS -2, G6PDH CS -2, Lmaj promast 12 and Diaph act CS 1.
`CC1CCC(NC(=O)CN2C(=O)COc3ccc(S(=O)(=O)N4CCCC4)cc32)CC1` (stereo unspecified) gave Redox H2O2 prof 0.6, RAM network inh 1.6, TLR4 MyD88 comp -3, PMI activator 0.9, PMI act satM6P 1, Hsp70 act -0.2, S1P3 antag 10, Diaph inh CS 19, G6PDH CS -2, Lmaj promast -1 and Diaph act CS 0.8.
Screening CN(C(=O)c1cnccn1)c1nnc(-c2cnccn2)s1 returned Redox H2O2 prof -3.3, RAM network inh 1.5, TLR4 MyD88 comp 1, PMI activator 1.1, PMI act satM6P 1, Hsp70 act 0.1, S1P3 antag -24, Diaph inh CS 7, G6PDH CS -1, Lmaj promast -1 and Diaph act CS 0.9.
For COc1ccc(OC)c(CN2CCCC(CO)C2)c1 (stereo unspecified) the results were Redox H2O2 prof 0.3, RAM network inh 0.9, TLR4 MyD88 comp 1, PMI activator 1.1, PMI act satM6P 1.1, Hsp70 act -0.2, Diaph inh CS 0, G6PDH CS 1, Lmaj promast -5 and Diaph act CS 1.
`CCc1cccc2c(SCC(=O)NCC3CCCO3)nc(-c3ccc(F)cc3)nc12` (stereo unspecified) gave Redox H2O2 prof -3.0, RAM network inh 2.4, TLR4 MyD88 comp 6, PMI activator 0.8, PMI act satM6P 0.9, Hsp70 act -0.1, Diaph inh CS 10, G6PDH CS 10, Lmaj promast 0 and Diaph act CS 0.9.
`Nc1nsc2ccccc12` gave Redox H2O2 prof 2.2, RAM network inh 0.1, TLR4 MyD88 comp 4, PMI activator 1, PMI act satM6P 1, Hsp70 act 0.4, S1P3 antag 19, Diaph inh CS 6, G6PDH CS -8, Lmaj promast 100* and Diaph act CS 0.9.
COc1ccc(N2CCN(c3oc(COc4ccccc4)nc3C#N)CC2)cc1 was read as Redox H2O2 prof 0.3, RAM network inh 10*, TLR4 MyD88 comp -8, PMI activator 0.9, PMI act satM6P 0.8, Hsp70 act 0.5, Diaph inh CS 10, G6PDH CS 2, Lmaj promast -6 and Diaph act CS 0.9.
`COc1ccccc1Nc1nc(NCC2CCCO2)c2ccccc2n1` (stereo unspecified) gave Redox H2O2 prof -0.1, RAM network inh 1.2, TLR4 MyD88 comp 9, PMI activator 0.9, PMI act satM6P 0.9, Hsp70 act -0.4, S1P3 antag 18, Diaph inh CS 19, G6PDH CS 20, Lmaj promast 100* and Diaph act CS 0.8.
Cc1ccc(C(=O)N[C@H](C(=O)OCC(=O)c2ccc[nH]2)C(C)C)cc1 was read as Redox H2O2 prof 0.1, RAM network inh 1.9, TLR4 MyD88 comp -2, PMI activator 1.2, PMI act satM6P 1.1, Hsp70 act -0.3, S1P3 antag -11, Diaph inh CS 7, G6PDH CS 10, Lmaj promast 0 and Diaph act CS 0.9.

2 records drawn at random from those above:
`COc1ccccc1Nc1nc(NCC2CCCO2)c2ccccc2n1` (stereo unspecified) gave Redox H2O2 prof -0.1, RAM network inh 1.2, TLR4 MyD88 comp 9, PMI activator 0.9, PMI act satM6P 0.9, Hsp70 act -0.4, S1P3 antag 18, Diaph inh CS 19, G6PDH CS 20, Lmaj promast 100* and Diaph act CS 0.8.
Screening CN(C(=O)c1cnccn1)c1nnc(-c2cnccn2)s1 returned Redox H2O2 prof -3.3, RAM network inh 1.5, TLR4 MyD88 comp 1, PMI activator 1.1, PMI act satM6P 1, Hsp70 act 0.1, S1P3 antag -24, Diaph inh CS 7, G6PDH CS -1, Lmaj promast -1 and Diaph act CS 0.9.

High-throughput results: PubChem BioAssay, several laboratories
